NSD2 HMT inh: NSD2 histone methyltransferase inhibitors, primary screen, biochemical, AlphaScreen, single concentration, set 2. 310,000 tested, 0.54% active. inhibition, % at 12.5 µM. NSD2 peptide methylation, 120 min; in the data active = inhibition above about 50%
Cardiac RTF inh: cardiac RTF calcium sensitivity inhibitors, primary screen, biochemical, IANBD-TnC fluorescence, EC70 calcium; Troponin I, cardiac muscle (Homo sapiens) + Troponin T, cardiac muscle (Homo sapiens) + …; IANBD-labeled cardiac RTF, Ca2+ fluorescence; inhibition, % at 7.15 µM; 340,000 tested, 0.12% active;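 active = inhibition above the mean inhibition of all tested compounds plus 3 SD, cut at about 17% in these data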;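 also: assay run at fixed EC70 calcium of 1.6 mM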
SR-BI DiI inh: inhibitors of SR-BI mediated HDL lipid uptake, primary screen, ldlA[mSR-BI] cells, fluorescence, single point | Scavenger receptor class B member 1 (Mus musculus), Q61009 | ldlA[mSR-BI] CHO cells, DiI-HDL uptake fluorescence, 3 h | inhibition, % at 12.5 µM | 320,000 tested, 0.96% active;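 active = mean replicate inhibition of at least 70% and a set share of replicates each scoring 70 or more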;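 also: 0% = median of neutral control wells and 100% = median of positive control wells; values of inactives mirror those of a sister screen read the other way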
SR-BI DiI-HDL act: activators of SR-BI mediated DiI-HDL uptake, primary screen, ldlA[mSR-BI] CHO cells, DiI fluorescence; activation, % at 12.5 µM; 320,000 tested, 0.096% active; 3 h; 100 = double the neutral-control signal;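 active = mean replicate activation of at least 60% and every replicate at or above 60%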;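 also: 0% = median plate neutral-control signal and 100% = twice that signal; values of inactives mirror those of a sister screen read the other way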
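Assay system: CHO ldlA[mSR-BI] cells, LDL receptor-null, SR-BI overexpressing; medium: Ham's F12 with 0.5% BSA, HEPES 25 mM, pH 7.4; also added: DiI-HDL 10 µg/mL; timing: 3 h uptake period with compound, 37 °C; signal: DiI fluorescence, bottom read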
LANA DNA inh: inhibitors of KSHV C-LANA binding to DNA, primary screen, biochemical, fluorescence polarization, FAM-LBS DNA, MBP-C-LANA, single point. AID 504423, 2011. 340,000 tested, 0.078% active. Kaposi's sarcoma herpesvirus LANA C-terminal domain (residues 932-1162) DNA binding. inhibition, % at 9 µM;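 active = highest replicate inhibition at or above 60% at 9 µM, even if other replicates fall short; inactive = all replicates below 60% inhibition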;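 also: 0% = neutral control wells and 100% = 4 µM acridine orange control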
DAGLB inhibitor: DAGLB lipase inhibitors, primary screen, biochemical, fluorescence, HTS; inhibition, % at 5.17 µM; Diacylglycerol lipase-beta (Homo sapiens), Q8NCG7; 340,000 tested, 0.059% active; HEK293T DAGLB membrane lysate, EnzChek fluorogenic substrate; AID 504411, 2011; in the data active = inhibition above about 34%;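 also: 0% = enzyme with vehicle and 100% = wells lacking enzyme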
Target sequence (Q8NCG7 whole entry, looked up): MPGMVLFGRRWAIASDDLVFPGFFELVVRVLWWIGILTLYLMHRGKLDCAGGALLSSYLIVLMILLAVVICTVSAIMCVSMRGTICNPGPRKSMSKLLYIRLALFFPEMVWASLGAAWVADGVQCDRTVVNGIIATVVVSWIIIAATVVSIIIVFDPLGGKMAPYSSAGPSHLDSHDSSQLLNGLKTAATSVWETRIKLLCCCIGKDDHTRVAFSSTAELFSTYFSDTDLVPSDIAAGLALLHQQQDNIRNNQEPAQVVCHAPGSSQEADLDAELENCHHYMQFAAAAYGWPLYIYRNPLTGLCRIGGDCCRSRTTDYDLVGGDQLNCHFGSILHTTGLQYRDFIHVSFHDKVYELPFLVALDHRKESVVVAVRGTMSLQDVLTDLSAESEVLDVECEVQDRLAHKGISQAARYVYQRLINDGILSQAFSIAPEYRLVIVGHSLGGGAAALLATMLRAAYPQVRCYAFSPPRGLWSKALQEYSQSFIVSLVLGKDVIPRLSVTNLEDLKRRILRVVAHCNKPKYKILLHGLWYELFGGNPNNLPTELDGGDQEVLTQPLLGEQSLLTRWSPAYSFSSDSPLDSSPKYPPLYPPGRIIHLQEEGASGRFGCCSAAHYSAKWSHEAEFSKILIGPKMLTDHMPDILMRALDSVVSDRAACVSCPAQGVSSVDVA
Arrestin-AP2 inh: inhibitors of beta-arrestin/AP2 binding, primary screen, biochemical, GPCR trafficking, flow cytometry; beta-arrestin 1 C-terminal peptide binding to AP2 beta2-adaptin appendage (human); inhibition, % at 10 µM; FITC-arrestin peptide / GST-AP2 beads; AP2 beta2 appendage carries R879A mutation; 340,000 tested, 0.31% active;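 active = inhibition above a set limit, near 3 SD of compounds lacking own fluorescence, cut at about 54% in these data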;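 also: plate controls were DMSO wells for no effect and 5 µM unlabelled arrestin peptide for full effect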
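Assay system: GST-AP2 R879A bound to glutathione beads, E. coli-expressed; Medium: PBS with 0.05% Tween 20 and 0.1% BSA; Also added: fluorescein-tagged arrestin peptide at 50 nM final; Timing: 12 min plus 1 h, RT; Measured by: flow cytometry, FL1 (488/535 nm); Evaluation: percent drop in bead-associated FITC signal.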
Keap1-Nrf2 PPI: Keap1-Nrf2 protein-protein interaction inhibitors, primary screen, biochemical, fluorescence polarization, single point; Kelch-like ECH-associated protein 1 (Homo sapiens), Q14145; Keap1 Kelch-Nrf2 peptide fluorescence polarization, 1536-well; inhibition, % at 9.4 µM; 340,000 tested, 0.15% active; in the data active = inhibition above about 12%;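 also: human Keap1 Kelch domain with fluorescein labeled Nrf2 9mer peptide probe; 0% = neutral control wells and 100% = peptide positive control; higher means more block of Keap1 binding to Nrf2 peptide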
PvdQ acylase: P. aeruginosa PvdQ acylase inhibitors, primary screen, biochemical, fluorescence, plate reader and imaging, single point; purified PvdQ acylase; inhibition, % at 10 µM; 340,000 tested, 0.063% active; AID 488965, 2010; PvdQ acylase [Pseudomonas aeruginosa LESB58]; in the data active = inhibition above about 30%, passing the limit was not always enough;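 also: 0% = vehicle neutral wells and 100% = reference inhibitor wells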
PKA-R2B activ: activators of PKA-R2B holoenzyme, primary screen, biochemical, fluorescence polarization, Cy5-IP20, human | PKA-R2B holoenzyme dissociation; R2B truncated from residue 108, S112A mutant; 0% DMSO only, 100% 113 µM cGMP | cAMP-dependent protein kinase catalytic subunit beta (Homo sapiens) + cAMP-dependent … | 340,000 tested, 0.079% active | activation, % at 11.4 µM;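 active = activation above a cutoff set at the mean over all compounds plus 3 SD, cut at about 18% in these data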;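 also: higher means more holoenzyme dissociation and a rise in polarization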
The depositor's hits bear a star; . = not tested or not shown.

cpd | canonical_smiles | NSD2 HMT inh | Cardiac RTF inh | SR-BI DiI inh | SR-BI DiI-HDL act | LANA DNA inh
1 | O=C1CC(SC2=NCCS2)C(=O)N1c1cccc(Cl)c1Cl (stereo not drawn) | -2 | -18 | -4 | 4 | 1.2
2 | COc1cccc(CNC(=O)c2ccc(NS(=O)(=O)c3ccc4[nH]c(=O)[nH]c4c3)cc2)c1 | 3 | -8 | -31 | 31 | -1.0
3 | CC(=O)O[C@H]1CC[C@@]2(C)[C@@H](CC[C@H]3[C@@H]4CC[C@H](C(C)O)[C@@]4(C)CC(=O)[C@@H]32)C1 (stereo partly drawn) | . | 2 | -16 | 16 | -0.2
4 | O=C(Nc1ccccc1N1CCOCC1)c1ccc(Cl)c(S(=O)(=O)N2CCCC2)c1 | -2 | -11 | 1 | -1 | 1.4
5 | CCN1CCN(c2nc3c(C)cccn3c(=O)c2C=C(C#N)C#N)CC1 | 19 | -11 | 0 | 0 | 3.2
6 | CSc1ccc(S(=O)(=O)NCC(=O)OCC(=O)NCc2ccco2)cc1[N+](=O)[O-] | -2 | 1 | -18 | 18 | -0.1
7 | C#CCOCCOCCOCCNc1nc(N2CCN(C(=O)[C@H](CCCCN)n3cc(CCCC)nn3)CC2)nc(N2CCN(C(=O)[C@H](CCCCN)n3cc(CCC(=O)O)nn3)CC2)n1 | . | -13 | 2 | -2 | 2.1
8 | CCOC(=O)c1cc(-c2ccccc2)nn1CC1CC(c2ccc(OC)cc2)=NO1 (stereo not drawn) | . | -1 | 28 | -28 | 2.8
9 | Cc1nc2c(cc1C(=O)N/N=C/c1ccc([N+](=O)[O-])cc1)c(=O)n(C)c(=O)n2C | 0 | -15 | 40 | -40 | 0.4
10 | Cc1cc(-c2ccccc2)nc(N(C)N)c1S(C)(=O)=O | -2 | -6 | 6 | -6 | 0.7
11 | O=C(Nc1ccccc1Cl)C1CCCN1C(=O)OCc1ccccc1 (stereo not drawn) | 0 | -5 | -3 | 3 | 1.6
12 | Cc1ccc(OCn2c(=O)sc3ccccc32)cc1 | -3 | -5 | 16 | -16 | -0.8
13 | CC1CCN(C(=O)CN(Cc2ccccc2)S(C)(=O)=O)CC1 | -1 | -1 | -5 | 5 | 3.2
14 | O=C(COC(=O)[C@@H]1CCCN1C(=O)c1cccs1)Nc1ccc(F)cc1[N+](=O)[O-] | -1 | 3 | -9 | 9 | 1.4
15 | O=S(=O)(Nc1ccc2c(c1)nc1n2CCOC1)c1ccccc1 | -4 | -1 | -11 | 11 | 0.7

cpd | DAGLB inhibitor | Arrestin-AP2 inh | Keap1-Nrf2 PPI | PvdQ acylase | PKA-R2B activ
1 | 0 | -2 | 2 | -9 | -12
2 | -3 | 25 | -2 | -4 | 0
3 | -4 | -3 | -2 | -9 | 5
4 | -3 | -8 | 4 | -16 | -3
5 | 0 | 5 | 7 | -1 | -3
6 | 2 | 4 | 1 | -4 | -4
7 | 2 | -2 | 1 | -8 | 10
8 | -21 | 2 | -2 | 10 | -6
9 | 2 | 4 | -10 | -14 | 0
10 | -1 | 22 | 4 | 2 | -5
11 | 3 | 20 | -3 | -11 | -5
12 | -8 | -2 | 2 | -11 | -4
13 | 0 | 6 | 3 | -1 | -5
14 | 1 | 4 | -4 | -13 | -3
15 | 2 | -3 | -4 | -3 | 2

Already shown: 7 of the compounds above.
cpd | canonical_smiles | NSD2 HMT inh | Cardiac RTF inh | SR-BI DiI inh | SR-BI DiI-HDL act | LANA DNA inh
1 | O=C1CC(SC2=NCCS2)C(=O)N1c1cccc(Cl)c1Cl (stereo not drawn) | -2 | -18 | -4 | 4 | 1.2
2 | COc1cccc(CNC(=O)c2ccc(NS(=O)(=O)c3ccc4[nH]c(=O)[nH]c4c3)cc2)c1 | 3 | -8 | -31 | 31 | -1.0
3 | CC(=O)O[C@H]1CC[C@@]2(C)[C@@H](CC[C@H]3[C@@H]4CC[C@H](C(C)O)[C@@]4(C)CC(=O)[C@@H]32)C1 (stereo partly drawn) | . | 2 | -16 | 16 | -0.2
4 | O=C(Nc1ccccc1N1CCOCC1)c1ccc(Cl)c(S(=O)(=O)N2CCCC2)c1 | -2 | -11 | 1 | -1 | 1.4
5 | CCN1CCN(c2nc3c(C)cccn3c(=O)c2C=C(C#N)C#N)CC1 | 19 | -11 | 0 | 0 | 3.2
6 | CSc1ccc(S(=O)(=O)NCC(=O)OCC(=O)NCc2ccco2)cc1[N+](=O)[O-] | -2 | 1 | -18 | 18 | -0.1
7 | C#CCOCCOCCOCCNc1nc(N2CCN(C(=O)[C@H](CCCCN)n3cc(CCCC)nn3)CC2)nc(N2CCN(C(=O)[C@H](CCCCN)n3cc(CCC(=O)O)nn3)CC2)n1 | . | -13 | 2 | -2 | 2.1

cpd | DAGLB inhibitor | Arrestin-AP2 inh | Keap1-Nrf2 PPI | PvdQ acylase | PKA-R2B activ
1 | 0 | -2 | 2 | -9 | -12
2 | -3 | 25 | -2 | -4 | 0
3 | -4 | -3 | -2 | -9 | 5
4 | -3 | -8 | 4 | -16 | -3
5 | 0 | 5 | 7 | -1 | -3
6 | 2 | 4 | 1 | -4 | -4
7 | 2 | -2 | 1 | -8 | 10

Going on with the list:
cpd | canonical_smiles | NSD2 HMT inh | Cardiac RTF inh | SR-BI DiI inh | SR-BI DiI-HDL act | LANA DNA inh
16 | Cc1cc(C(F)(F)F)n(-c2nc(C(=O)NNS(=O)(=O)c3ccccc3[N+](=O)[O-])cs2)n1 | 1 | -8 | -5 | 5 | -0.1
17 | CCCCc1c(O)nc(SCC(=O)N2CCCCCC2)[nH]c1=O | 1 | 10 | -6 | 6 | 0.5
18 | O=C(CN(C1CCCCC1)C1CCCCC1)N1CCc2ccccc2C1 | 0 | 5 | -10 | 10 | 0.4
19 | CC(C)N(C(=O)CSc1ccc(S(=O)(=O)N2CCCCC2)cn1)C(C)C | 0 | -7 | -6 | 6 | 2.9

cpd | DAGLB inhibitor | Arrestin-AP2 inh | Keap1-Nrf2 PPI | PvdQ acylase | PKA-R2B activ
16 | 4 | -16 | -2 | -13 | -2
17 | -2 | -13 | -4 | -9 | -2
18 | -11 | 7 | 2 | 13 | 1
19 | -5 | -5 | -1 | 2 | -8

Screens from PubChem BioAssay.
